Bioassay records (PubChem BioAssay)
Kir21 block = inhibitors of mouse Kir2.1 inward-rectifier potassium channel; Inward rectifier potassium channel 2 (Mus musculus), P35561; HEK293-Kir2.1, FluxOR thallium flux fluorescence; hits give low values; B-score at 10 µM; hit rate 0.85% among 310,000; AID 1672, 2009;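 active means fluorescence ratio B-score at or below minus 3 SD of library scores, with starting-brightness B-score within 2 SD, cut at about -4.2 in these data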;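 further: channel flux triggered by added potassium and thallium sulfate stimulus; B-score of peak minus minimum fluorescence over baseline after thallium stimulus; more negative B-score means stronger Kir2.1 block with less thallium influx; some compounds called inactive have numbers as strong as hits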
Target sequence (P35561 whole entry, looked up): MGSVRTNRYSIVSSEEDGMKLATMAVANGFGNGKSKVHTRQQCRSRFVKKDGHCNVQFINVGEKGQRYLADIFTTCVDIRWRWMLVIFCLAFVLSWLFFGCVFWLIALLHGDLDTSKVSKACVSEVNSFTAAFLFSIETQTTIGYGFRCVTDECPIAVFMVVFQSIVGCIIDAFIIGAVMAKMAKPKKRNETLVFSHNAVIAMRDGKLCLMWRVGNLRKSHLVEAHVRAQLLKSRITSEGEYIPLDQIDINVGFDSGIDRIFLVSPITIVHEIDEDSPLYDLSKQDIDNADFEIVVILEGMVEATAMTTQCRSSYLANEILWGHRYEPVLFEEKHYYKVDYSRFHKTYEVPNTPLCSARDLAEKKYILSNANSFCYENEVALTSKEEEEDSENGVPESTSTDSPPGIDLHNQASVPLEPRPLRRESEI
KCNQ2 block = KCNQ2 potassium channel inhibitors, primary screen, cell-based, CHO-K1, FluxOR thallium flux, B-score (AID 2156); Potassium voltage-gated channel subfamily KQT member 2 (Rattus norvegicus), O88943; 20 min; hits give low values; B-score at 10 µM; hit rate 1.1% among 310,000;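 active means fluorescence ratio B-score at most minus 3 library SDs, with starting brightness B-score within 2 library SDs, cut at about -5.5 in these data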
Active calls of the source: *; i = inactive.

SMILES	Kir21 block	KCNQ2 block
CCOC(=O)CSC1=C(C#N)C(c2sccc2C)CC(=O)N1 (stereo unspecified)	-2.8	i
CC(Sc1nc(NCc2ccccc2)nc(N2CCOCC2)n1)C(=O)Nc1ccccc1 (stereo unspecified)	-0.28	i
COc1cc(Cl)ccc1OCc1cc(C(=O)N2CCN(C)CC2)no1	-0.86	i
C1=C(CCNC2=NCCCCC2)CCCC1	0.24	i
CCOC(=O)C1CCCN(CC(O)COc2ccccc2C(C)=O)C1 (stereo unspecified)	-1	i
COc1ccc(N2C(=O)CSC2c2ccncc2)cc1 (stereo unspecified)	-0.18	i
O=S(=O)(Nc1ccc(S(=O)(=O)Nc2ccccc2)cc1)c1ccccc1	0	i
Cc1ccc(NC(=O)CN(C)C(=O)CSc2nc(C)cs2)cc1	0.11	i
CN1CCCN(S(=O)(=O)c2cccc(Cl)c2Cl)CC1	2.2	i
Cc1cc(C)nc(SCC(N)=O)n1	-0.02	i
O=C(NCC(O)c1ccccc1)c1cccs1 (stereo unspecified)	0.48	i
O=c1cc(CNCCCO)c2ccccc2[nH]1	0.81	i
COc1ccc(CN2C(=O)C(CC(C)C)Nc3ncnc(N4CCN(c5ccccc5)CC4)c32)cc1 (stereo unspecified)	1.7	i
N#C/C(=N\Nc1ccc(Cl)cc1)C(N)=S	-0.44	i
CCOC(=O)N1CCN(c2cc(=O)n(-c3ccc(OCC)cc3)c(=O)[nH]2)CC1	1.4	i
CC(=O)Nc1ccc(NC(=O)CSc2nc3nc(-c4cccs4)cc(C(F)(F)F)c3c(=O)[nH]2)cc1	-0.39	i
CCCCn1c(O)c(N=NC(=O)c2ccco2)c2ccccc21	0.04	i
COc1ccc(-c2ccc(NC(=O)c3ccco3)cc2)nn1	0.63	i
Cn1c(=O)c2c(ncn2CC(=O)OCC(=O)Nc2ccccc2)n(C)c1=O	0.46	i
Cc1ccc(CC(=O)Nc2cccc([N+](=O)[O-])c2)cc1	-0.7	i
Cc1ccc(-c2onc3ccc(C(=O)O)cc23)cc1	-1.1	i
CC1=C(C(=O)N2CCCC(C(=O)c3cccc4ccccc34)C2)OCCO1 (stereo unspecified)	-2.3	i
Cc1nc2c(C)cccn2c1/C(O)=C1\C(=O)C(=O)N(CCN2CCOCC2)C1c1cccs1 (stereo unspecified)	-0.33	i
CC1CCN(C(=O)CSc2nnc(-c3cccnc3)o2)CC1	1.4	i
CCOc1ccc(CN2CCN(Cc3ccc(C)o3)CC2CCO)cc1 (stereo unspecified)	0.6	i
Cc1ccc(NC(=O)CN2CCN(Cc3ccccc3)CC2)cc1Cl	-1.9	i
Cc1nc2nc(C)c(NS(=O)(=O)c3ccc(CC(C)C)cc3)c(=O)n2[nH]1	0.88	i
CN(C)c1ccc(S(=O)(=O)NCC(=O)NCc2ccccc2)cc1[N+](=O)[O-]	-0.83	i
COc1ccccc1-c1nc2c3ccccc3nc(=S)n2[nH]1	0.71	i
COc1ccc2[nH]cc(C3N4CC5(C)CN3CC(C)(C4)C5=O)c2c1 (stereo unspecified)	0.85	i
O=C1C(O)CC2c3ccccc3CC3(CCCC3)N12 (stereo unspecified)	0.04	i
CCN(CC(=O)Nc1ccccc1SC)Cc1nc2ccccc2c(=O)[nH]1	1	i
Cc1cc(-n2c(SCC(=O)Nc3ccc(Br)cc3)nc3n[nH]c(C)c3c2=N)ccc1Cl	0.01	i
Cc1ncc([N+](=O)[O-])n1CC(=O)Nc1cccc(C(F)(F)F)c1	0.72	i
N#C/C(C(N)=O)=C1/SC=C(c2ccccc2)N1c1ccccc1	-0.76	i
C(=N\Nc1nc2ccccc2[nH]1)/c1ccc2c(c1)OCCO2	-0.08	i
Cc1cc2oc(=O)cc(CN3CCCCC3C)c2c(C)c1Cl (stereo unspecified)	-3.7	i
COc1ccc(C(C)=O)cc1CSc1nc2ccccc2c(=O)n1-c1cccc(C)c1	-0.54	-6.7*
COc1ccc(OC)c(C2C(C(=O)Nc3cccnc3)=C(C)NC3=C2C(=O)CCC3)c1 (stereo unspecified)	0.5	i
CCN1CCN(C(=O)CN(CC)S(=O)(=O)c2ccc(Cl)cc2)CC1	1.8	i
O=C(CCCSc1nc2ccccc2[nH]1)NCc1ccccc1Cl	-0.19	i
CC12CC3CC(C)(C1)CC(C(=O)NC(=S)N1CCCCC1)(C3)C2	-0.68	i
CCCCC(SCC(=O)Nc1ccccc1)C(=O)O (stereo unspecified)	0.81	i
COC(=O)/C=C1\SC(=Nc2ccc(OC)cc2)NC1=O	-0.05	i
COc1cccc(CNC(=O)Cn2cc3c(n2)CCCCC3)c1	-1.7	i
COc1ccccc1-c1nc(SCC(=O)Nc2ccccc2)n[nH]1	0.08	i
CCN(C(=O)C1CCCN1S(=O)(=O)c1ccc2c(c1)n(C)c(=O)c(=O)n2C)c1ccccc1 (stereo unspecified)	0.81	i
Cc1nn(C)c(Cl)c1CN1CCN(CC(C)C)C(CCO)C1 (stereo unspecified)	0.39	i
CCOc1ccc(OCC)c(-c2c(=O)n(OCc3ccc(Cl)cc3)c3ccccc3[n+]2[O-])c1	0.14	i
CCOC(=O)C(C)Sc1nc2c(cnn2-c2ccc(C)cc2)c(=O)[nH]1 (stereo unspecified)	1	i
CCn1cc(C(=O)O)c(=O)c2cc3c(cc21)OCO3	1.1	i
CCc1ccc(N(CC(=O)NC(C)C)C(=O)CCC(=O)Nc2ccccn2)cc1	-1.2	i
CCc1nc(CNC(=O)c2cc(OC)c(OC)c(OC)c2)no1	0.41	i
CCC1CCCCN1CCCNC(=O)c1ccc2c(c1)c(C)c(C)n2C (stereo unspecified)	-0.81	i
O=C(Nc1ccc(S(=O)(=O)NCC2CCCO2)cc1)c1cnccn1 (stereo unspecified)	1	i
Cc1nc2c(cc1N)nc(C)n2Cc1ccccc1	0.24	i
O=C(CN1CCN(Cc2ccccc2Cl)CC1)N/N=C/c1ccccn1	0	i
Cc1ccc(S(=O)(=O)N(C)Cc2cc3cc(C)ccc3[nH]c2=O)cc1	1.8	i
CCc1nnc2c(NCCc3ccccc3)nc3ccccc3n12	-1.9	i
CC(=O)Nc1ccc(NC(=O)/C=C/c2ccc3c(c2)OCO3)cc1	-0.15	i

A second format for 2 compounds above:
compound | Kir21 block | KCNQ2 block
O=C(Nc1ccc(S(=O)(=O)NCC2CCCO2)cc1)c1cnccn1 (stereo unspecified) | 1 | i
Cc1nc2c(cc1N)nc(C)n2Cc1ccccc1 | 0.24 | i

The main list resumes, repeating the 2 entries before the break.
SMILES	Kir21 block	KCNQ2 block
CCc1nnc2c(NCCc3ccccc3)nc3ccccc3n12	-1.9	i
CC(=O)Nc1ccc(NC(=O)/C=C/c2ccc3c(c2)OCO3)cc1	-0.15	i
COc1ccc(OCCN(C)CC(=O)Nc2c(C)cccc2C)cc1	-0.7	i
CCCCCSc1nc2c(c(=O)[nH]c(=O)n2C)n1CCc1ccccc1	0.24	i
COc1cc(C2C(C(C)=O)=C(O)C(=O)N2c2ccc(Br)cn2)ccc1O (stereo unspecified)	0.76	i
COC(=O)CCSc1cc(NCCOC(C)=O)c([N+](=O)[O-])c2nonc12	0.44	i
C/C(CC(=O)Nc1ccc(Cl)cc1C(F)(F)F)=N\NC(N)=S	-1	i
O=C(CCc1nc2ccccc2[nH]1)Nc1ccc2c(c1)OCCO2	-1.9	i
O=[N+]([O-])c1ccc(N/N=C/c2cccc(O)c2O)c(S(=O)(=O)N2CCOCC2)c1	0.6	i
COc1cnn(-c2cccc(C)c2)c(=O)c1Cl	2.3	i
Cc1cccc(CCNC(=O)c2cc(S(=O)(=O)N3CCCCC3)c[nH]2)c1	-1	i
CC(C)(C)NC(=O)NC(=O)COC(=O)CNC(=O)C1CCCCC1	1.9	i
Cc1cc(NC(=O)c2cccs2)ncc1NC(=O)C(C)(C)C	2	i
Cc1cccc(C)c1NC(=O)CSc1nnc(-c2ccco2)n1N	1	i

Five entries already listed, arranged by SMILES length, low to high.
SMILES	Kir21 block	KCNQ2 block
COC(=O)/C=C1\SC(=Nc2ccc(OC)cc2)NC1=O	-0.05	i
COc1ccccc1-c1nc(SCC(=O)Nc2ccccc2)n[nH]1	0.08	i
C(=N\Nc1nc2ccccc2[nH]1)/c1ccc2c(c1)OCCO2	-0.08	i
C/C(CC(=O)Nc1ccc(Cl)cc1C(F)(F)F)=N\NC(N)=S	-1	i
CCN(C(=O)C1CCCN1S(=O)(=O)c1ccc2c(c1)n(C)c(=O)c(=O)n2C)c1ccccc1 (stereo unspecified)	0.81	i

New compounds follow.
SMILES	Kir21 block	KCNQ2 block
CCCCN(C(=O)c1ccc(-c2ccc([N+](=O)[O-])cc2)o1)c1c(N)n(CCCC)c(=O)[nH]c1=O	-0.08	i
CCCCn1c(O)c(N=NC(=O)c2ccncc2)c2cc(Br)ccc21	0.68	i
O=C(CCN1CCCC1)Nc1ccccc1	0.85	i
Cc1cccc(C(=O)NCC(=O)OCc2nnc(-c3ccccc3)o2)c1	-0.53	i
CCCN1C(=O)c2ccc(C(=O)Nc3ccc4c(c3)OCO4)cc2C1=O	0.07	i
COc1ccc(-c2cn[nH]c2C)cc1OC	0.64	i
CC(=O)CSc1nc2c(c(=O)[nH]c(=O)n2C)n1CCCc1ccccc1	0.19	i
C/C(CCC(=O)O)=N/Nc1ccc([N+](=O)[O-])cc1[N+](=O)[O-]	1.4	i
Cc1ccc(S(=O)(=O)N2CCN(c3ccc([N+](=O)[O-])c4cccnc34)CC2)cc1	-0.59	i
CCC(C)N(C(=O)CSc1nnc(-c2ccco2)n1C)C1CCS(=O)(=O)C1 (stereo unspecified)	1.5	i
COc1ccc(CN2C(=O)c3cccnc3C2=O)cc1S(=O)(=O)N1CCOc2ccccc21	-1.4	i
CC1=Nc2ccc(C)cc2/C1=C/c1c(N)n2c(S(=O)(=O)C(C)C)nsc2nc1=O	-0.02	i
CC(=O)Nc1ccc(NC(=O)C(C)OC(=O)c2ccccc2NS(=O)(=O)c2cccs2)cc1 (stereo unspecified)	-0.81	i
COc1ccc(C2SCCN2C(=S)Nc2ccc(Cl)cc2)cc1 (stereo unspecified)	0.27	i
Nc1cccc(P(=O)(c2ccccc2)c2ccccc2)c1	-0.01	i
Cc1nn(CCc2n[nH]c(=S)n2C2CCCCC2)c(C)c1Br	-0.85	i
NC1=NC(c2ccccc2Cl)n2c(nc3ccccc32)N1 (stereo unspecified)	0.17	i
O=C(COc1ccc(Cl)cc1)NC1CCSC1=O (stereo unspecified)	2.7	i
NS(=O)(=O)c1ccc(CCNC(=O)COC(=O)/C=C/c2ccc(Cl)cc2)cc1	-0.32	i
O=S(=O)(Nc1ccccn1)c1ccc(-n2cccn2)cc1	-0.01	i
Cc1ccc(NC(=O)CSc2nnc(-c3ccccc3C)o2)cc1C	1.2	i
Cn1ccnc1SCC(=O)Nc1ccc2c(c1)OCO2	-1.2	i
Cc1ccc(NC(=O)COC(=O)c2ccnn2C)cc1	-1.5	i
CCOc1cc(N2CCOCC2)c(OCC)cc1NC(C)C(=O)N1CCN(CC)CC1 (stereo unspecified)	-1.8	i
Cc1ccc(OCC(=O)N/N=C\c2cccs2)c([N+](=O)[O-])c1	-0.58	i
COC(=O)c1ccc(CN2[C@H](C(=O)OC)C[C@@]3(O)[C@@H](O)[C@@H](O)[C@@H](O)C[C@@H]23)cc1	0.02	i
CC(=O)Oc1cc(O)c2c(=O)c(OC(C)=O)c(-c3ccc(OC(C)=O)c(OC(C)=O)c3)oc2c1	-1.2	i
O=C(c1ccc(F)cc1)C1CCN(C(=O)Nc2ccccc2Cl)CC1	-0.57	i
COc1ccccc1Nc1nn2c(=O)c3ccc(C(=O)N4CCC(C)CC4)cc3nc2s1	0.8	i
CC(C)C[C@H](NC(=O)N1CCn2c1nc1ccccc12)C(=O)N1CCCCC1	0.27	i
COc1ccc(CNC(=O)CNC(C)c2ccc(F)cc2)cc1 (stereo unspecified)	1.3	i
C=CCn1c(SCc2ccccc2)nc2scc(-c3ccc(C)o3)c2c1=O	1.1	i
COc1ccc(NC(=O)c2nn(C34CC5CC(CC(C5)C3)C4)cc2[N+](=O)[O-])cc1	-0.97	i
COc1ccc(Br)cc1CN(C)CC(=O)Nc1cc(Cl)cc(Cl)c1	-4.1	i
O=C(c1cccc(Cl)c1)N1CCN(c2ccc(N3CCOCC3)nn2)CC1	-0.19	i
O=C(COC(=O)C1CCN(S(=O)(=O)c2cccs2)CC1)c1ccccc1	1.5	i
Fc1cccc(Cc2noc(CN3CCOCC3)n2)c1	0.27	i
CCOc1ccccc1/C=C(\NC(=O)c1ccccc1)C(=O)NCCC(=O)O	0.35	i
CC(=O)N1C(c2ccccc2O)C[C@]2(C)CC(=O)NC12 (stereo partly specified)	0.88	i
COc1ccc(C=O)cc1COc1ccc(C)cc1[N+](=O)[O-]	1.4	i
CC(C)COc1cccc(C(=O)NC(=S)NCc2cccnc2)c1	2.4	i
Cc1ccc(S(=O)(=O)N2CCC(=O)N(CCOCc3ccc(F)cc3)CC2)cc1	-1.4	i
COCCN(Cc1cn(C)nc1-c1ccc(Oc2ccccc2)cc1)C(C)C	-0.72	i
CC(C)(C)n1nc2c(c1NC(=O)COc1ccc3ccccc3c1)CS(=O)(=O)C2	0.89	i
O=c1oc2ccccc2nc1/C=C(O)/C=C/c1ccc(F)cc1	0	i
CN(C)S(=O)(=O)c1ccc(NC(=S)NC(=O)C2CCC2)cc1	0.2	i

Compound profiles, as listed above. Values in the order: Kir21 block	KCNQ2 block
Record of `Cc1ccc(S(=O)(=O)N2CCC(=O)N(CCOCc3ccc(F)cc3)CC2)cc1` = -1.4	i
Record of `CC(=O)N1C(c2ccccc2O)C[C@]2(C)CC(=O)NC12` (stereo partly specified) = 0.88	i
